# PV pol inh – inhibitors of poliovirus RNA polymerase binding and polymerization; P03300; poliovirus polymerase elongation, fluorescence polarization; stronger effect = lower value; % elongation, % (compound at 16.7 µg/mL); actives 0.66% (n = 150,000); AID 588519; in the data active means % elongation below about 90%; further: some results filed as inactive read as strong as hits
# Target sequence (P03300 1749-2209 limits assumed): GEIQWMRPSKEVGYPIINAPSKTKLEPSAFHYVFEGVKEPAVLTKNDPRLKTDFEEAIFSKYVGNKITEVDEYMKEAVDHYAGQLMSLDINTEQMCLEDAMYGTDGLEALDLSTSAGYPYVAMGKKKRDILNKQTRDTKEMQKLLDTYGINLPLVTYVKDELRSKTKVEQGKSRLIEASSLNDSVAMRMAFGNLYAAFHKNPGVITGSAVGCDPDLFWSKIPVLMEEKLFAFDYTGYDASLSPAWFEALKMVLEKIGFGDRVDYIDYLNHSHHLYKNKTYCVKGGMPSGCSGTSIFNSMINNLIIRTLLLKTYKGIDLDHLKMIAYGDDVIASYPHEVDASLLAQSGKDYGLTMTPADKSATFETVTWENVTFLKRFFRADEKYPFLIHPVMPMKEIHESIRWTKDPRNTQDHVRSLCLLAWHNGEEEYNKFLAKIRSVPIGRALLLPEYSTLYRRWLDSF
# PV pol inh FP z-score – further read-out of PV pol inh, marked with its call; z-score; measured here: FP z-score; hits read low
# * hit, by the source's call. Not all compounds are listed; count on the stated rates, not on these rows.
SMILES,PV pol inh,PV pol inh FP z-score
Cc1ccc(C)c(NC(=O)CSc2ncc3c(n2)-c2ccccc2N(Cc2ccccc2C)S3(=O)=O)c1,111.0,0.3
COc1cccc(C(=O)N(C)CC(OC)OC)c1,97.0,-1
CN(C)c1ccc(CNC(=O)Cn2c(=O)oc3cc(S(=O)(=O)N4CCCCCC4)ccc32)cc1,108.0,0.7
O=C(O)Cc1ccc2c(c1)OCCO2,99.0,-0.6
CSC1=N/C(=C\c2ccccc2Cl)C(=O)N1N(C)C,100.0,-0.7
CN1CCc2c(sc3c2C(=O)NC(c2ccc(C(C)(C)C)cc2)N3)C1 (configuration not stated),95.0,-2.6
Cc1nc(CC(=O)N/N=C/c2ccc(CSC(F)F)o2)cs1,122.0,2.1
Cc1ccc(C)c(CN2C(=O)c3ccccc3S(=O)c3ccc(C(=O)NCCC4=CCCCC4)cc32)c1 (configuration not stated),110.0,0.6
Cc1ccc(NC(=O)CN2C(=O)COc3ccc(S(=O)(=O)N4CCCCC4)cc32)cc1Cl,121.0,0.7
CSc1ccc(S(=O)(=O)Nc2ccccc2C(=O)N2CCOCC2)cc1,101.0,0.5
CCn1c(=O)cc(SCC(=O)Nc2cc(Cl)ccc2OC)c2ccccc21,111.0,1.1
O=C(Nc1ccc(F)cc1F)c1ccc(-n2cnnc2)cc1,106.0,-0.2
CCN(CC)/C(=C\C#N)c1ccc(F)cc1,100.0,-0.3
COc1cccc2c1C(=O)c1c(O)c3c(c(O)c1C2=O)C[C@@](O)(C(C)=O)C[C@@H]3OC1CC(N)C(O)C(C)O1 (some centres not stated),72.0,-2.7
CCN(CC)CCC(=O)N1N=C(c2ccc(C)cc2)CC1c1ccc(OC)cc1 (configuration not stated),101.0,-0.2
CCOc1ccc(NC(=O)COc2nsnc2N2CCOCC2)cc1,98.0,-1.8
O=C(/C=C/c1nc2ccccc2s1)N1CCN(C(=O)C2CCCO2)CC1 (configuration not stated),105.0,0.3
CCn1c(=O)c2sccc2n2c(CCCC(=O)Nc3ccccc3)nnc12,101.0,-0.2
O=C1CC(C(=O)c2ccccc2)N=C(N2CCOCC2)N1 (configuration not stated),100.0,-0.4
CNC(=O)COC(=O)c1ccc(Br)o1,104.0,0.3
N=c1c(S(=O)(=O)c2ccccc2)cc2c(=O)n3ccccc3nc2n1C1CCCC1,101.0,-0.2
Cc1cccc(OCC(=O)N(Cc2ccccc2)c2ccccn2)c1C,102.0,0.2
COC(=O)Cn1ncc2c3ccccc3n(Cc3cc(C)ccc3C)c2c1=O,100.0,-1.6
CC1(C)OC(=O)C(=C2C3CC4CC(C3)CC2C4)C(=O)O1,101.0,0
Cc1cn2c(=O)cc(COC(=O)COc3ccc(F)cc3)nc2s1,98.0,-1.6
S=C(NC1CC1)NC1CCCc2ccccc21 (configuration not stated),102.0,-0.2
Cc1cc(C)cc(NC(=O)C(=O)NCC(c2cccnc2)N2CCOCC2)c1 (configuration not stated),101.0,-1.6
CCCCCn1c(CCC(=O)Oc2ccccc2OC)nc2c1c(=O)[nH]c(=O)n2CCCC,104.0,0.4
COc1cc(N)c(Cl)cc1C(=O)OCC(=O)NC1(C#N)CCCCC1,104.0,0.2
Nc1ccc(Sc2ccc3ccccc3c2Cl)c(Cl)c1,101.0,0
O=C(NCC(c1ccco1)N1CCN(c2ccccc2)CC1)c1ccccc1 (configuration not stated),100.0,-0.7
CSc1ccc(NS(=O)(=O)c2ccc(-n3cnnn3)cc2)cc1,101.0,-0.6
CCCN1COc2ccc3c(C)cc(=O)oc3c2C1,105.0,1.1
COc1ccc(-c2onc(C)c2C)cc1S(=O)(=O)NCc1ccco1,111.0,1
Cc1cc(=O)oc2cc(OCC(=O)N(c3ccccc3)C(C)C)ccc12,101.0,-0.4
CC(C)CCn1c(=O)c2sccc2n2c(CCCC(=O)NC3CC3)nnc12,100.0,-0.5
Nn1c(Cc2cccc3ccccc23)n[nH]c1=S,108.0,0.8
N#Cc1c(N2CCN(C(=S)NCc3ccccc3)CC2)nc(-c2ccccc2)c2c1CCCC2,102.0,0
COc1ccccc1CNC(=O)c1ccc(Nc2nc3ccccc3n3nnnc23)cc1,109.0,1.3
Nc1cc(=O)[nH]c(SCC(=O)Nc2ccccc2)n1,100.0,-0.2

# Single values from the list:
# `CC(C)CCn1c(=O)c2sccc2n2c(CCCC(=O)NC3CC3)nnc12` in PV pol inh FP z-score has -0.5
# `COc1ccccc1CNC(=O)c1ccc(Nc2nc3ccccc3n3nnnc23)cc1` in PV pol inh has 109.0
# `Cc1cccc(OCC(=O)N(Cc2ccccc2)c2ccccn2)c1C` in PV pol inh has 102.0
# `CCCN1COc2ccc3c(C)cc(=O)oc3c2C1` in PV pol inh has 105.0
# `S=C(NC1CC1)NC1CCCc2ccccc21` (configuration not stated) in PV pol inh FP z-score has -0.2
# `Cc1cn2c(=O)cc(COC(=O)COc3ccc(F)cc3)nc2s1` in PV pol inh has 98.0

# Exported as tab-separated lines: part of the list above
Molecule	PV pol inh	PV pol inh FP z-score
COc1ccccc1CNC(=O)c1ccc(Nc2nc3ccccc3n3nnnc23)cc1	109.0	1.3
Nc1cc(=O)[nH]c(SCC(=O)Nc2ccccc2)n1	100.0	-0.2

# Six successive compounds out of the list so far, quoted:
SMILES,PV pol inh,PV pol inh FP z-score
Cc1cc(=O)oc2cc(OCC(=O)N(c3ccccc3)C(C)C)ccc12,101.0,-0.4
CC(C)CCn1c(=O)c2sccc2n2c(CCCC(=O)NC3CC3)nnc12,100.0,-0.5
Nn1c(Cc2cccc3ccccc23)n[nH]c1=S,108.0,0.8
N#Cc1c(N2CCN(C(=S)NCc3ccccc3)CC2)nc(-c2ccccc2)c2c1CCCC2,102.0,0
COc1ccccc1CNC(=O)c1ccc(Nc2nc3ccccc3n3nnnc23)cc1,109.0,1.3
Nc1cc(=O)[nH]c(SCC(=O)Nc2ccccc2)n1,100.0,-0.2

# Other records follow:
SMILES,PV pol inh,PV pol inh FP z-score
Cc1ccc(-c2nc(CCNC(=O)C(=O)Nc3ccc(C)c(C)c3)cs2)cc1,101.0,-1.4
COc1cc(C=Nc2ccc(O)cc2)ccc1OC(=O)CC1SC(=O)NC1=O (configuration not stated),101.0,0
Cc1onc(-c2ccccc2Cl)c1C(=O)Nc1ccc(S(=O)(=O)N2CCC(C)CC2)cc1,103.0,0.3
O=C(CCCCn1c(=O)c2ccccc2n(Cc2ccccc2Cl)c1=O)NCc1ccc2c(c1)OCO2,107.0,0.4
Cc1nn(S(=O)(=O)c2ccc(Cl)cc2)c(C)c1S(=O)(=O)N1CCCCCC1,110.0,0.7
N#CCn1c(CSc2nc3ccccc3c(=O)n2CCC2=CCCCC2)nc2ccccc2c1=O,107.0,0.8
CC(C)(SC1CC(=O)N(c2ccccc2)C1=O)C(N)C(=O)O (configuration not stated),99.0,-1.1
NS(=O)(=O)c1ccc(N2CCCC2c2ccc3c(c2)OCCCO3)nc1 (configuration not stated),104.0,0.3
COCCNC(=O)c1ccc2nc(CCc3ccccc3)oc2c1,110.0,0.7
CC(=O)Nc1ccc(S(=O)(=O)N(C)CC(=O)OCc2c(C)noc2C)cc1,101.0,-0.2
Cc1nccn1CC(=O)N/N=C/c1cccn1C,103.0,0.3
Cc1cc(C)cc(NC(=O)Cn2c(=O)c3cccn3c3ccccc32)c1,102.0,0.3
Cc1nc2c(cc1C(=O)N/N=C/c1c[nH]c3ccccc13)c(=O)n(C)c(=O)n2C,102.0,0.1
CCCN(CCC)S(=O)(=O)c1ccc(CC)cc1,103.0,1
CCCn1c(=N)c(C(=O)NCc2cccnc2)cc2c(=O)n3ccccc3nc21,111.0,0.1
COc1ccc(OCCC(=O)Nc2ccc3[nH]c(=O)[nH]c3c2)cc1,120.0,2.3
CCOc1ccc(C(=O)Nc2cccc(-c3nc4cccnc4s3)c2C)cc1OCC,113.0,0.3
CCc1c(O)nc(SCc2ccccc2)n(C2CCCCC2)c1=O,101.0,0.4
CCn1c(=S)[nH]c2ccc(Br)cc2c1=O,99.0,-1.6
CCNC(=O)C12CCC(C)(C(=O)O1)C2(C)C (configuration not stated),101.0,0
COc1ccc(NC(=O)CSc2nnc(-c3ccncc3)n2-c2ccccc2)cc1,104.0,0
CCCNc1nc2ccccc2n2cnnc12,99.0,-1.1
Cc1nn(-c2ccc(F)cc2)c(-n2cccc2)c1C(=O)NCCCN1CCN(c2ccccc2F)CC1,108.0,0.1
CN1CCN(NC(=O)c2ccccc2Nc2ccc(SC(F)F)cc2)CC1,104.0,0.2
CNC(=O)NC(=O)C(C)Oc1ccc(NC(=O)c2ccccc2OC)cc1 (configuration not stated),98.0,-0.2
N#C/C(=C\Nc1ccccc1O)c1nc2ccccc2o1,103.0,0.4
COc1ccc(N2CC(NS(C)(=O)=O)CC2=O)cc1 (configuration not stated),100.0,-0.9
CN(C)c1ccc(C(O)C(=O)c2ccccc2)cc1 (configuration not stated),99.0,-0.4
CC1CCCCN1C(=O)CCc1nc2ccccc2n1-c1ccccc1 (configuration not stated),101.0,0
COc1ccc(C(=O)Nc2nnc(SCc3cc(=O)n4cc(Cl)ccc4n3)s2)cc1,112.0,1.4
O=C(COc1ccccc1F)Nc1ccccc1O,104.0,1.2
Cc1ccc(CNC(=O)c2ccc3c(c2)CCN3S(=O)(=O)c2ccc(Br)cc2)cc1,106.0,-0.1
CCN(CC)C(=O)Nc1ccc2c(c1)N(Cc1ccccc1)C(=O)c1ccccc1S2,109.0,0.4
O=C(NCCCn1ccnc1)c1cccc(S(=O)(=O)Nc2ccccc2F)c1,101.0,-0.2
CC(NS(C)(=O)=O)c1nc(-c2ccccc2)no1 (configuration not stated),100.0,-0.9
O=C(Nc1ccc(Cl)cc1)c1csnn1,101.0,-0.4
CC(=O)Nc1n[nH]c(-c2ccc(C)cc2)c1C,102.0,0.2
N#CCC(=O)Nc1ccccc1C(=O)O,103.0,0.2
C=C(C)CSc1nnc(-c2ccc(C(C)(C)C)cc2)o1,99.0,-0.6
Cc1ccc(C(=O)c2nccn2C)cc1C,105.0,0.3
O=C(O)c1c2c(nc3ccccc13)CCN(S(=O)(=O)c1ccc(Cl)cc1)C2,101.0,-0.4
CCCc1ccc(OCC(=O)Nc2scc(-c3cccs3)c2C(=O)OC)cc1,74.0*,-2.9*
Cc1cc(OC(C)C(=O)N2CCN(CCc3ccccn3)CC2)ccc1Cl (configuration not stated),110.0,0.3
COc1ccc(C2=NN(C(=O)c3cccs3)C(c3cc4ccccc4nc3Cl)C2)cc1 (configuration not stated),103.0,0.2
COc1cccc(CNC(=O)C2CCCN(c3nc4ccccc4n4cccc34)C2)c1 (configuration not stated),109.0,0.3
O=C(COC(=O)C1CC(=O)N(Cc2ccco2)C1)Nc1cccc(C(=O)Nc2cccc(C(F)(F)F)c2)c1 (configuration not stated),104.0,0.6
Cc1ccc2oc(C(=O)Nc3sc4c(c3C(=O)NCC3CCCO3)CCC4)cc(=O)c2c1 (configuration not stated),111.0,0.6
O=c1[nH]c2cc3nc(C(F)(F)F)[nH]c3cc2[nH]1,101.0,-0.5
N#Cc1cccc(NC(=O)c2sc3nc4c(cc3c2N)N2CCC4CC2)c1,103.0,0
O=C(O)C1CCN(C(=O)OCC2c3ccccc3-c3ccccc32)CC1,108.0,0.9
CN1C(=O)CC(C(=O)O)SC1=Nc1cccc(C(F)(F)F)c1 (configuration not stated),91.0,-1.9
CC(=O)N(Cc1cc2ccccc2[nH]c1=O)c1ccccc1,97.0,-0.5
COc1ccc(-c2nnc(SCC(=O)NC(N)=O)n2C2CCCCC2C)cc1 (configuration not stated),103.0,0
Cc1cccc(CCNC(=O)CN(c2ccc(C(C)C)cc2)S(=O)(=O)c2c(C)nn(C)c2C)c1,104.0,-0.1
CC1CCN(C(=O)c2cc3nc(-c4ccco4)cc(C(F)(F)F)n3n2)C2CCCCC12 (configuration not stated),109.0,0.6
O=C(CN1C(=O)/C(=C\c2ccccc2F)Oc2ccccc21)NC1CC1,99.0,-0.4
CC(C)OC(=O)CSc1nnc(-c2ccc(O)cc2)o1,99.0,-0.5
C=CCN1C(=O)NC(=O)/C(=C/c2ccco2)C1=O,104.0,0.5
CC1CCCCN1C(=O)CCNC(=O)Cn1cnc2ccccc2c1=O (configuration not stated),101.0,0
O=C(NC(=S)N1CCN(c2ccccc2O)CC1)C12CC3CC(CC(C3)C1)C2,103.0,-0.5
# (further entries)
SMILES,PV pol inh,PV pol inh FP z-score
Cc1cc(OCc2c(F)cccc2Cl)c2c3c(c(=O)oc2c1)CCCC3,102.0,0
CCOC(=O)N1CCN(C(=O)CN(Cc2ccc(F)cc2)S(=O)(=O)c2ccc(C)cc2)CC1,104.0,0.6
Cc1ccc(Cn2cc(CCC(=O)NC(C)C)c3ccccc32)cc1,105.0,0.6
CCOC(=O)CN1CC23C=CC(O2)C(C(=O)NCc2ccc(OC)cc2)C3C1=O (configuration not stated),104.0,1.2
Cc1noc2ncnc(Nc3ccc(F)cc3)c12,97.0,-0.9
Nc1nc(SCc2ccccc2)n(-c2ccccc2)n1,102.0,-0.1
O=C(CSc1nc2c([nH]c3ccccc32)c(=O)n1-c1cccc(Cl)c1)NCC1CCCO1 (configuration not stated),110.0,0.7
CCC1(CC)C(=O)C(C)(C)C(=O)OC1c1ccccn1 (configuration not stated),107.0,0.2
O=C(c1ccco1)N1CCN(C2CC(=O)N(c3ccc(F)c(Cl)c3)C2=O)CC1 (configuration not stated),104.0,0.9
COC(=O)C1=CN(C(C)C)C=C(C(=O)OC)C1c1ccc(C(C)C)cc1,100.0,-1.2
CCN(CC)CCCCCCCCOC(=O)c1cc(OC)c(OC)c(OC)c1,101.0,0.3
COc1cccc(N(C)C(=O)c2cccc(I)c2)n1,105.0,0
CCOC(=O)c1c(NS(=O)(=O)c2ccccc2)n(CCCOC)c2nc3ccccc3nc12,100.0,-0.9
Cc1ccc(NC(=O)Cn2nnc(-c3nc(-c4ccncc4)no3)c2N)cc1,102.0,-1.3
COc1cccc(Oc2ccc(C(F)(F)F)cc2N)c1,100.0,-0.2
Cc1ccc(C2=NC(C(C)C)NC(c3ccccc3O)C2)cc1 (configuration not stated),101.0,-0.1
Cc1ccc(S(=O)(=O)NCCc2nnc3ccc(SCC(=O)N4CCCC4)nn23)cc1,98.0,-1.2

# Screening data: PubChem BioAssay, ICCB-Longwood Screening Facility, Harvard Medical School
